Bioassay records: PubChem BioAssay, several laboratories
Rev-RRE block – disrupts HIV-1 Rev binding to RRE RNA; Rev peptide-RRE RNA binding, FRET; hit rate 0.79% among 97,000; inhibition, % at 8 µM; P05866; AID 704;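 active means inhibition above the screen-wide mean plus 3 SD, cut at about 35% in these data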;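 further: 0% = median DMSO wells and 100% = median Neomycin B control wells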
Target sequence (P05866 whole entry, looked up): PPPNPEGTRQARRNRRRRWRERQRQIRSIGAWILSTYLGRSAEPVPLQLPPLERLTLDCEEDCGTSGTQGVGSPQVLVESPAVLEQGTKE
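System: Cy5-labelled duplex RRE RNA binding fluorescein-labelled HIV Rev peptide; Signal: fluorescein-to-Cy5 FRET, 480 nm excitation; Also added: labelled Rev peptide; Compound: one concentration, 8 µM nominal; Buffer or medium: HEPES pH 7.5 salt buffer with EDTA; Read-out: % inhibition of FRET ratio versus controls; Schedule: 5 min preincubation and 15 min binding, 25 °C.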
PTPN22 inh 2 – LYP (human) phosphatase inhibition; recombinant LYP catalytic domain, DiFMUP fluorescence; inhibition, % at 2 µM; hit rate 0.21% among 96,000;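 active means inhibition at 2 µM at or above a set limit, the screen mean plus 3 SD, cut at about 24% in these data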;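 further: 0% = DMSO with enzyme and 100% = enzyme fully blocked by orthovanadate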
FAK blocker – FAK (human) kinase inhibition. Q05397. biochemical FAK kinase activity assay. inhibition, %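 (tested at 7 µM)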. hit rate 0.84% among 97,000. AID 727; in the data active means inhibition above about 19%;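 further: 0% = DMSO and 100% = reference compound high control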
EphB4 antag – blocks human EphB4 binding to ephrin-B2; inhibition, % at 7 µM; hit rate 0.15% among 97,000; EphB4 LBD / TNYL-RAW-Alexa532 peptide, fluorescence polarization; AID 720; P54760;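 active means inhibition above the screen-wide mean inhibition plus 3 SD, cut at about 15% in these data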;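 further: 0% = DMSO wells and 100% = excess unlabeled TNYL-RAW peptide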
PLK1 inh – blocks human PLK1 kinase activity. P53350. recombinant PLK1 kinase, TR-FRET peptide phosphorylation. inhibition, % at 10 µM. hit rate 0.53% among 97,000;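 active means inhibition of 50% or more in the single-concentration screen; inactive means inhibition below 50%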;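 further: 0% = DMSO max control and 100% = H-89 dihydrochloride min control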
Target sequence (P53350 whole entry, looked up): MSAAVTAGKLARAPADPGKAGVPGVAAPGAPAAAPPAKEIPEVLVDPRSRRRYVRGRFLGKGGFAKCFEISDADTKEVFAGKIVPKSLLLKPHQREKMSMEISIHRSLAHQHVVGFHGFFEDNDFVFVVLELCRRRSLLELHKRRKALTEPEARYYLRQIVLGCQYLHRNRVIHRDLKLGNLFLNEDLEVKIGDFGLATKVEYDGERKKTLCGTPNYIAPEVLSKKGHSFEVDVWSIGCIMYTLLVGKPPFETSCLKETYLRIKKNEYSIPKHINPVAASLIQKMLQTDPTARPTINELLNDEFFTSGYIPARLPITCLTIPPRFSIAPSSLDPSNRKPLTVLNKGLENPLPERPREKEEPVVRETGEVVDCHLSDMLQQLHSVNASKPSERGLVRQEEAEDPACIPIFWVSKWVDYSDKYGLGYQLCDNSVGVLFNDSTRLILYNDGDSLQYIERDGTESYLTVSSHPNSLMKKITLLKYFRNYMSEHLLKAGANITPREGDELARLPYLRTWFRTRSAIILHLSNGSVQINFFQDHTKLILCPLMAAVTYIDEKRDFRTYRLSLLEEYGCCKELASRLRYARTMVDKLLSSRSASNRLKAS
PTK2B oligo ant – Pyk2 (human) oligomerization antagonism; z-score (the deposit names both 25 µM and 10 µM); Q293 cells, Pyk2 FERM NanoBiT luminescence; active compounds read low; AID 1347419; hit rate 0.83% among 99,000;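 active means Z-score of -3 or lower, scaled per plate to the spread of control and sample wells; inactive means z-score above -3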;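 further: negative z-score means lost luminescence so less FERM oligomerization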
Plk1 PBD FP – blocks phosphopeptide binding to human Plk1 polo box domain; Plk1 PBD phosphopeptide binding, fluorescence polarization; inhibition, %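 (tested at about 20 µM)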; hit rate 0.13% among 97,000; in the data active means inhibition above about 34%, passing the limit was not always enough
cytoskel mod – modifiers of cytoskeleton assembly; hit rate 0.18% among 91,000; HUVEC TNFa F-actin phalloidin imaging, high content; inhibition, % at 2 µM; AID 836;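 active means inhibition above the batch mean plus 3 SD and confirmed as a hit by visual image inspection, cut at about 30% in these data, passing the limit was not always enough; inconclusive means above the inhibition threshold but rejected on visual inspection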; further: strong numbers were not always called active
LYP act – activators of human LYP (PTPN22) phosphatase. Q9Y2R2. recombinant LYP, DiFMUP fluorescence; 0 = plate median, 100 = signal doubled. activation, % at 2 µM. hit rate 0.11% among 96,000;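 active means activation at 2 µM above a set limit, the mean plus 5 SD, cut at about 37% in these data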
Numbers without * were called inactive; u = inconclusive; x = no result given; [ ] = remark or other dose.

| structure | Rev-RRE block | PTPN22 inh 2 | FAK blocker | EphB4 antag | PLK1 inh | PTK2B oligo ant | Plk1 PBD FP | cytoskel mod | LYP act |
| --- | --- | --- | --- | --- | --- | --- | --- | --- | --- |
| Cc1nnc(NC(=O)CSc2nnc(Cc3cccn3C)n2C)s1 | 9 | -4 | 2 | 2 | -9 | x | 0 | 2 | 2 |
| Cc1ccc(S(=O)(=O)NC(=O)NCCCCNC(=O)NS(=O)(=O)c2ccc(C)cc2)cc1 | 3 | -6 | -3 | -3 | -16 | -0.54 | -17 | -10 | 5 |
| O=C(NCC1CCCO1)c1ccc2c(=O)n(CC3CCCO3)c(=S)[nH]c2c1 (stereo not given) | 8 | -7 | -3 | -5 | -7 | 0.81 | -6 | -11 | 8 |
| CSc1nc(-c2ccc(Cl)cc2)nn1S(=O)(=O)c1ccc(Cl)cc1 | 4 | -2 | 1 | 0 | -7 | 0.96 | 0 | -8 | 3 |
| Cc1ccc(S(=O)(=O)N2CCCC2C(=O)Nc2nccs2)cc1 (stereo not given) | 7 | -1 | -5 | -7 | -6 | 2.2 | 18 | 8 | 1 |
| COC(=O)C(C)Oc1ccc2c(-c3cccc([N+](=O)[O-])c3)cc(=O)oc2c1 (stereo not given) | 0 | 4 | -4 | 9 | -9 | 0.35 | -23 | 20 | 0 |
| O=C(Nc1ccccc1)Nc1cccc2cccnc12 | -4 | 3 | 0 | -4 | -12 | -2 | -21 | -4 | 1 |
| C/C(CC1CC2=C(CC1(C)C)C(C)(C)CCC2)=N\NC(N)=S (stereo not given) | -2 | 21 | -2 | -22 | -8 | -0.21 | -4 | 4 | -20 |

Looked up by structure from above (2):
| structure | Rev-RRE block | PTPN22 inh 2 | FAK blocker | EphB4 antag | PLK1 inh | PTK2B oligo ant | Plk1 PBD FP | cytoskel mod | LYP act |
| --- | --- | --- | --- | --- | --- | --- | --- | --- | --- |
| Cc1nnc(NC(=O)CSc2nnc(Cc3cccn3C)n2C)s1 | 9 | -4 | 2 | 2 | -9 | x | 0 | 2 | 2 |
| COC(=O)C(C)Oc1ccc2c(-c3cccc([N+](=O)[O-])c3)cc(=O)oc2c1 (stereo not given) | 0 | 4 | -4 | 9 | -9 | 0.35 | -23 | 20 | 0 |

Next part
| structure | Rev-RRE block | PTPN22 inh 2 | FAK blocker | EphB4 antag | PLK1 inh | PTK2B oligo ant | Plk1 PBD FP | cytoskel mod | LYP act |
| --- | --- | --- | --- | --- | --- | --- | --- | --- | --- |
| CCC(=O)Nc1cc(C)c(NC(=O)CCc2ccccc2)cn1 | 38* | -3 | 2 | 0 | -6 | 0.19 | -11 | -12 | 2 |
| Cc1cccc2c(C(=O)O)c3c(nc12)CCCCC3 | 10 | -6 | -3 | 17* | -3 | 0.2 | -8 | 3 | 2 |
| C=CCOC(=O)C1=C(C)NC(SCC(=O)Nc2nccs2)=C(C#N)C1c1cccs1 (stereo not given) | 14 | 7 | 2 | -4 | -4 | -2.8 | -2 | -26 | -4 |
| CCS(=O)(=O)c1ccc(-c2csc(-c3ccccc3Cl)n2)c(Cl)c1Cl | 5 | 1 | 1 | 5 | -11 | -0.45 | 7 | 12 | -4 |
| CCOc1ccc(N(CC(=O)NC2CCCCCC2)S(=O)(=O)c2c(C)noc2C)cc1 | 4 | -2 | -5 | -5 | 0 | x | 25 | 19 | 0 |
| CC1(C)CC(=O)c2sc(N3CCCCC3)nc2C1 | 3 | 2 | 5 | 9 | -2 | 0.12 | 8 | 3 | -2 |
| CCC(=O)c1ccc(N2CCN(C(=O)c3ccc(Br)cc3)CC2)c(F)c1 | 2 | 4 | -1 | -1 | -6 | 0.51 | -18 | 30 | -6 |
| C/C(NC(=O)c1ccccc1)=C1/C(=O)CC2C1C2(C)C (stereo not given) | 17 | 3 | 9 | 9 | -11 | -0.72 | 19 | 2 | -4 |
| CCOC(=O)N1CCC(Nc2c(Nc3ccc(F)cc3)c(=O)c2=O)CC1 | 13 | -4 | 0 | 4 | -12 | -0.58 | -4 | 1 | 5 |
| O=C(O)C1CC(=O)N(c2ccc(Br)cc2)C1 (stereo not given) | 4 | 1 | 1 | -6 | -7 | 1.8 | 23 | -13 | -2 |
| CCOc1ccccc1N/C=C/C(=O)C(C)(C)C | 0 | -1 | 4 | 4 | -7 | 0.72 | -11 | -11 | -3 |
| O=C(Nc1ccc(Cl)cn1)c1ccc(-c2ccc(Cl)c(Cl)c2)o1 | 10 | -1 | 0 | 4 | -16 | 1.1 | 0 | -11 | 3 |
| Cc1cc(C)n(-c2nc3c(c(=O)[nH]c(=O)n3C)n2CCc2ccccc2)n1 | 5 | 1 | 4 | 7 | -13 | 0.23 | 7 | 19 | -4 |
| CCOC(=O)N1CCN(Cc2nc3c(c(=O)n(C)c(=O)n3C)n2CCCc2ccccc2)CC1 | 0 | -16 | -2 | 3 | -15 | 0.74 | -4 | -17 | 12 |
| C=CCSc1nc2c(c(=O)[nH]1)C(C(C)C)C(C#N)=C(N)O2 (stereo not given) | 11 | -9 | -9 | 0 | -5 | x | 4 | 4 | 5 |
| CON(C)c1nc(NCC(C)C)nc(OCC#N)n1 | 3 | -1 | 2 | -4 | -8 | 0.49 | 25 | -1 | 3 |
| O=[N+]([O-])c1cccc(Cl)c1NCCNS(=O)(=O)c1ccccc1 | 4 | 12 | -9 | -7 | -2 | -0.99 | 0 | 23 | -7 |
| COC(=O)c1sc(NC(C)=O)c(C(=O)OC)c1C | 6 | -6 | -4 | -5 | -11 | -0.26 | 8 | 5 | 2 |
| COc1ccc2cc(-c3cc(C(=O)O)c4ccccc4n3)ccc2c1 | 0 | 4 | -7 | -4 | -15 | -1.2 | -12 | -28 | 1 |
| Cc1ccc(C2Nc3ccccc3C(=O)N2Cc2ccco2)cc1 (stereo not given) | 5 | 0 | 1 | 6 | -3 | -1.5 | -1 | -22 | -2 |
| CCOc1ccccc1OCCn1ncc2ccc(OC)c(OC)c2c1=O | 2 | 3 | 3 | 0 | -11 | -0.1 | -9 | -1 | -1 |
| COc1ccc(NC(=O)CSc2ccc3c4c(cccc24)C(=O)c2ccccc2-3)cc1 | 125*[fluorescence artefact?] | 26* | 4 | 8 | -16 | -2 | -21 | 25 | -22 |
| C=CCOC(=O)C1=C(C)OC(N)=C(C#N)C1c1ccc2c(c1)OCO2 (stereo not given) | 0 | -3 | 4 | -2 | 5 | 0.3 | -11 | -24 | 2 |
| O=C(CN(CC1CCCO1)C(=O)CCC(=O)Nc1nccs1)NCc1ccc2c(c1)OCO2 (stereo not given) | 2 | 1 | -1 | 1 | -10 | 0.56 | 2 | -5 | -1 |
| COCCOC(=O)c1sc(=S)n(CCOC)c1N | 26 | -8 | 0 | 11 | -13 | -0.94 | -9 | 17 | 8 |
| Cc1cccn2cc(CCNS(=O)(=O)c3ccc4c(c3)OCCO4)nc12 | 0 | 5 | -4 | 3 | -10 | x | -9 | 12 | -5 |
| CCSc1nc2c(cnn2-c2ccc(C)c(C)c2)c(=O)[nH]1 | 3 | -8 | -1 | -2 | -27 | x | -11 | 0 | 4 |
| COCCN1C(=O)C(=O)/C(=C(/O)c2cccc(OC)c2)C1c1ccco1 (stereo not given) | 2 | 10 | -2 | 0 | -7 | 0.27 | 12 | 0 | -5 |
| O=C1c2ccccc2NC(c2ccccc2)N1/N=C/c1ccccc1 (stereo not given) | 2 | -5 | -6 | -5 | -16 | -0.9 | 2 | 15 | 8 |
| O=C1CC(c2ccccc2)Sc2ccccc2N1 (stereo not given) | 2 | -8 | 4 | 8 | 9 | -0.49 | -13 | 11 | 6 |
| Cc1ccc(C)c2c1sc(=NC(=O)CN1C(=O)CCC1=O)n2C | 6 | -10 | 0 | 6 | -21 | x | 7 | -6 | 9 |
| COc1ccc(C(=O)NC(NC(=S)Nc2ccc(S(N)(=O)=O)cc2)C(Cl)(Cl)Cl)cc1 (stereo not given) | -1 | 9 | -2 | 4 | -7 | -0.59 | -13 | -18 | -6 |
| CCOC(=O)C(Sc1ncc(C#N)c(N)n1)C(C)C (stereo not given) | 14 | 4 | 2 | -2 | 13 | -0.74 | -19 | -1 | -3 |
| CCOC(=O)C1CCCN(C(=O)C(C)Oc2ccc(Cl)cc2Cl)C1 (stereo not given) | -3 | -12 | 3 | -12 | -10 | 0.04 | -15 | -5 | 8 |
| CCOC(=O)N1CCN(CCC(=O)Nc2ccccc2OC)CC1 | 2 | 1 | -3 | -6 | -13 | -1 | 3 | 6 | -3 |
| CC(Sc1nc2ccccc2n1C)C(=O)NC(c1ccccc1)c1ccccc1 (stereo not given) | 9 | -5 | 1 | -3 | -10 | -4* | 4 | 7 | 5 |
| COC(=O)CNC(=O)C(C)NC(=O)CNC(=O)OCc1ccccc1 (stereo not given) | 5 | 9 | 6 | 10 | -7 | 0.1 | 1 | -48 | -7 |
| COc1ccc(-c2cc(C(=O)NCCN3CCOCC3)c3ccccc3n2)cc1 | 5 | -4 | -3 | 5 | 8 | 0.15 | -21 | 24 | 3 |
| Cn1cnnc1Sc1nc2c(c(=O)n(C)c(=O)n2C)n1Cc1ccccc1Cl | 0 | -15 | -2 | -8 | -12 | -0.5 | 11 | 14 | 11 |
| Cc1cc(C)c(NC2=NS(=O)(=O)c3ccccc32)c(C)c1 | 7 | 0 | 0 | -4 | -33 | -0.27 | 19 | 8 | 2 |
| Cc1ccc(C)c(SCC(=O)NCc2ccco2)c1 | -2 | -9 | 1 | -4 | -6 | -0.21 | 7 | -8 | 12 |
| [N-]=[N+]=CC(=O)CNC(=O)[C@@H](Cc1ccccc1)N1C(=O)c2ccccc2C1=O | 2 | 0 | -6 | 2 | -8 | 0.05 | 13 | -16 | 2 |
| COCCNC(=O)CN1C(=O)CSc2ncccc21 | 13 | -1 | 0 | 0 | -14 | x | 16 | -9 | -1 |
| CC(/C=C/c1ccco1)=N\NC(=O)c1cccnc1 | 19 | 2 | -2 | -1 | -1 | 0.29 | -5 | -10 | -1 |
| Cc1ccc(OCC(O)CN2CCN(CC(O)COc3ccc(C)cc3)CC2)cc1 (stereo not given) | 11 | 2 | 4 | 3 | -3 | 2.5 | 8 | u | -1 |
| CCOC(=O)c1c(C)n(C)c2ccc(OC)c(NC(=O)CN3CCN(C(=O)c4ccco4)CC3)c12 | 2 | -11 | -6 | -5 | 6 | -0.05 | 17 | -27 | 10 |
| Cc1cccc(OC(=O)Cn2c(C(F)(F)F)nc3ccccc32)c1 | 6 | 7 | -6 | -3 | -12 | 0.31 | 4 | -7 | -4 |
| COC(=O)c1ccc(CSc2nnc(CNC(=O)c3ccccc3F)o2)o1 | 3 | -11 | 1 | -1 | -4 | 0.13 | 4 | -8 | 12 |
| O=C(CSc1nc2ccccc2c(=O)[nH]1)Nc1ccc(S(=O)(=O)N2CCCC2)cc1 | 8 | 7 | 4 | 2 | 17 | 0.02 | 2 | 6 | -8 |
| CC(=O)NC12CC3CC(C)(C1)CC(NC(C)=O)(C3)C2 | 2 | 1 | -4 | -4 | -6 | -0.02 | -15 | -7 | -1 |
| O=S(=O)(c1ccccc1)c1nc(-c2ccccc2Cl)oc1NCCN1CCOCC1 | 11 | 3 | 0 | -1 | -8 | 0.3 | -15 | -2 | -4 |
| CCOc1ccc(N(CC(=O)N2CC=C(c3ccccc3)CC2)S(=O)(=O)c2c(C)noc2C)cc1 | -2 | -1 | 2 | -3 | -16 | x | -7 | 9 | -2 |
| N#Cc1c(NC(=O)c2cc(-n3cnnc3)ccc2Cl)sc2c1CCCC2 | 1 | -7 | -1 | 5 | -8 | 1.2 | -18 | -1 | 7 |
| COc1ccnc(Oc2ccc(F)cc2)c1C(=O)N/C=N/OCc1ccc(Cl)cc1Cl | 9 | 4 | 2 | 2 | -10 | -0.1 | -32 | 60 | -1 |
| COc1ccc(N2CCN(C(=O)CCCn3c(=S)[nH]c4cc5c(cc4c3=O)OCO5)CC2)cc1 | -1 | -4 | 4 | -6 | -3 | -0.67 | -23 | -13 | 1 |
